Compound activity from PubChem.
L3MBTL1 block: qHTS Assay for the Inhibitors of L3MBTL1 | AID 485360, 2010 | 230,000 compounds, 0.66% hits | Lethal(3)malignant brain tumor-like protein 1 (Homo sapiens), Q9Y468 | AlphaScreen L3MBTL1–H3K9me1 peptide binding | Potency, µM (titrated, usually from 57.1 µM), for inactives: at the highest dose activity, negative = inhibition, usual class: inhibitors; further: on the % scale 0 is the no-effect control and ±100 the full control effect; nearly all actives have a fitted effect of over 60% in size
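First, the protein-peptide complex forms for 30 min at room temperature (L3MBTL1 50 nM, biotinylated H3K9me1 peptide 75 nM). Next, compounds are pin-transferred and incubated 30 min. Finally, AlphaScreen beads are added and read after 30 min.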
Luc counter: Counterscreen for Luciferase (Kinase-Glo TM) Inhibition; 200,000 compounds, 0.28% hits; Kinase-Glo luciferase, ATP luminescence, 8 min; Potency, µM (top dose mostly 38.3 µM), without a hit: at the highest dose activity change, negative = inhibition, hits mostly inhibitors; further: on the % scale 0 is the no-effect control and ±100 the full control effect; nearly all actives have a fitted effect of over 60% in size
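Luminescence was the read-out, taken after 8-minute incubation at ambient temperature. Luciferase turned over luciferin with 10 uM ATP in imidazole pH 7.2 buffer containing KCl, MgCl2, Tween 20 and BSA.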
RECQ1 inh: qHTS Assay for Inhibitors of RecQ-Like Dna Helicase 1 (RECQ1) | AID 2549, 2010 | ATP-dependent DNA helicase Q1 (Homo sapiens), P46063 | 240,000 compounds, 0.54% hits | Potency, µM (series often up to 57.3 µM), for inactives: at the top dose activity, negative = inhibition, hits mostly inhibitors | RECQ1 DNA unwinding, red fluorescence kinetic read;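 further: plate controls were vehicle for no effect and no enzyme for full effect; nearly all actives have a fitted effect of over 30% in size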
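50 nM RECQ1T1 preincubated 15 min with compound in Tris pH 8.0 buffer with MgCl2, DTT, Tween-20 and 2.5 ug/ml poly(dI-dC); started with 200 nM TAMRA/BHQ-2 forked duplex and 2 mM ATP. Unwinding read as fluorescence (525/598 nm), two reads 2 h apart.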
SMN2 splice up: qHTS Assay for Enhancers of SMN2 Splice Variant Expression; HEK293 SMN2-luciferase splicing reporter, luminescence, 30-36 h; Potency, µM (doses to about 46.1 µM), for inactives: top-dose activity change, positive = activation, usual class: activators; 210,000 compounds, 2.8% hits; AID 1458, 2008; further: % of control where 0% means no effect; nearly all actives have a fitted effect of over 55% in size
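HEK293 cells carry an SMN2 […]–luciferase reporter in which exon 7 inclusion puts luciferase in frame. Cells were plated 10-12 h before compound addition, then incubated 30-36 h at 37C. ONE-Glo luminescence was read; sodium butyrate at 4.5 mM final served as control.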
Lamin A splicing: qHTS Assay for Modulators of Lamin A Splicing; 200,000 compounds, 0.01% hits; Potency, µM (top dose mostly 46.1 µM), without a hit: at the highest dose ratio change, negative = inhibition, actives largely listed as inhibitors; AID 1487, 2009; HeLa LMNA splicing GFP/RFP minigene ratio, 48 h; active means well fitted inhibition curve with a large enough effect in the signal ratio, with a control signal flat, not every such curve was filed as active; inconclusive means small, poorly fitted or top-dose-only effect, or effect the other way, or a change in a side signal; the % refers to the signal ratio; further: on the % scale 0 is the no-effect control and ±100 the full control effect
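Read-out is the ratio of GFP to DsRed2 object intensity, acquired by 488 nm laser-scanning cytometry on HeLa lamin A-EGFP minigene reporter cells. Compound incubation 48 hrs at 37 °C in Opti-MEM with 2% FBS; DMSO 0.5% final.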
JMJD2E inh: qHTS Assay for Inhibitors of Human Jumonji Domain Containing 2E (JMJD2E); Lysine-specific demethylase 4E (Homo sapiens), B2RXH2; JMJD2E catalytic domain, FDH-coupled NADH fluorescence (FDH is formaldehyde dehydrogenase); Potency, µM (doses to about 57.1 µM), for the others: at the top dose activity change, negative = inhibition, most hits filed as inhibitors; 230,000 compounds, 1.6% hits; active means well fitted inhibition curve with a large enough effect, not every such curve was filed as active; inconclusive means small, poorly fitted or top-dose-only effect, or another doubt; inactive means no such curve, though single readings can be large or run the other way;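 further: 0% = wells with enzyme and -100% = buffer wells without enzyme; nearly all actives have a fitted effect of over 50% in size; many of its hits are not listed in these tables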
Target sequence (B2RXH2 1-337 limits assumed): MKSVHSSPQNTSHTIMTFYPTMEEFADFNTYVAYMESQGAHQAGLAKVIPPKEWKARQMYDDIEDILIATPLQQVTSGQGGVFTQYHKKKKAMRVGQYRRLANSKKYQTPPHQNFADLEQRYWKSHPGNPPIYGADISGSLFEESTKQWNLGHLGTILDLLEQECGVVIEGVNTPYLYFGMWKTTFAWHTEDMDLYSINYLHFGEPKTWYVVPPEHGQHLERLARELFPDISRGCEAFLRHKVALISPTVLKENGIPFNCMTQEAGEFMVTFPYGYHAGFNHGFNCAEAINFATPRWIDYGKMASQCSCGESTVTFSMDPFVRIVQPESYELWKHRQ
ALDH1A1 inh: qHTS Assay for Inhibitors of Aldehyde Dehydrogenase 1 (ALDH1A1); Aldehyde dehydrogenase 1A1 (Homo sapiens), P00352; AID 1030, 2008; Potency, µM (titrated, usually from 75.3 µM), without a hit: top-dose activity, negative = inhibition, actives largely listed as inhibitors; Purified ALDH1A1, NADH fluorescence, propionaldehyde substrate; 220,000 compounds, 7.3% hits; active means well fitted inhibition curve with a large enough effect, not every such curve was filed as active; inconclusive means small, poorly fitted or top-dose-only effect, or another doubt; inactive means no such curve, though single readings can be large or run the other way;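 further: plate controls were no enzyme wells and a reference inhibitor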
Target sequence (P00352 whole entry, looked up): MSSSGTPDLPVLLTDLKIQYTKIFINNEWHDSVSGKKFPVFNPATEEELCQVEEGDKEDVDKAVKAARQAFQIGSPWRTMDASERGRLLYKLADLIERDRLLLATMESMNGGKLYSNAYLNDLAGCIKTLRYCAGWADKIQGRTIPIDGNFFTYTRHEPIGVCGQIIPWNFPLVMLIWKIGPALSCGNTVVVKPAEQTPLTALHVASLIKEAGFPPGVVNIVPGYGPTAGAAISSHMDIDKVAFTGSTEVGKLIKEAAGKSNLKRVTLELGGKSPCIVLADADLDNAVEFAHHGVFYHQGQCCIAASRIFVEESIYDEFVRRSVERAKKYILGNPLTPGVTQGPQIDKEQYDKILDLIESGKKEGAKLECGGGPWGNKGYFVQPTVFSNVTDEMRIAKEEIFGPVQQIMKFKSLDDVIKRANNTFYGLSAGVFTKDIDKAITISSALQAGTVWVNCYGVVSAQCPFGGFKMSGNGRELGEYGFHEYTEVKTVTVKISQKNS
Tau ThT inhib: qHTS for Inhibitors of Tau Fibril Formation, Thioflavin T Binding; Microtubule-associated protein tau (Homo sapiens), P10636; recombinant tau K18 P301L (four-repeat tau fragment), heparin-induced fibrillization, ThT fluorescence; Potency, µM (titrated, usually from 57.4 µM), without a hit: top-dose activity, negative = inhibition, most hits filed as inhibitors; 270,000 compounds, 2.1% hits; further: on the % scale 0 is the no-effect control and ±100 the full control effect; nearly all actives have a fitted effect of over 55% in size
Target sequence (P10636 561-689 P618L limits assumed): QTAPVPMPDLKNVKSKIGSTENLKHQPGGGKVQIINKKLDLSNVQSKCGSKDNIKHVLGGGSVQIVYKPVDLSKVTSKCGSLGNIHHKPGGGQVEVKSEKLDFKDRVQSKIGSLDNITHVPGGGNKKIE
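Aggregation was driven by heparin (20 uM final) acting on recombinant tau […] bearing P301L in 100 mM sodium acetate pH 7; fibrils were detected with Thioflavin T.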
* hit, by the source's call; i = inactive; ? = inconclusive; . = no result given; & = joins results of further samples; [ ] = remark or other dose. Unless noted, the call rests on the fitted dose curve; in most records, active means well fitted curve in the direction sought with a large enough effect; inconclusive means small, poorly fitted or top-dose-only effect, or another doubt; inactive means no such curve, though single readings can be large; an effect the other way counts as inactive or inconclusive. Potency means the concentration at half of the fitted maximal effect. An excerpt; the hit share may differ from the screen's.

SMILES | L3MBTL1 block | Luc counter | RECQ1 inh | SMN2 splice up | Lamin A splicing | JMJD2E inh | ALDH1A1 inh | Tau ThT inhib
CC1CCC2(OC1)OC1CC3C4CCC5CC(O)CCC5(C)C4=CCC3(C)C1C2C (stereo not given) | . | -2% | 2% | 1% | . | -6% | -3% | 1%
CCC(=O)Nc1ccccc1C(=O)OC(c1ccccc1)c1ccccc1 | 26% | -2% | -3% | 11%[1.84 µM] | ? | ? | ? | -14%
CCn1c(SCC(=O)c2ccc3ccccc3c2)nnc1-c1cccs1 | -2% | -3% | -5% | -1% | -5% | -3% | -10% | ?
CCOC(=O)C1=C(C)Nc2nc(C)nn2C1c1cc(OC)ccc1OC (stereo not given) | 5% | -1% | -8% | -6% | -9% | -3% | 4% | -9%
CCOC(=O)CSc1nc(-c2ccccc2)nc2ccccc12 | 53%[activator] | 4% | -5% | -7% | -5% | -6% | 0% | -4%
Cc1ccc(Cn2c(Cc3ccccc3)nc3ccccc32)cc1 | 2% | 0% | i | -35%&-17%[inhibitor] | ? | 0% | 4% | ?
Cn1c(CNc2nc(-c3ccccc3)cs2)nnc1SCC(=O)OC1CCCCC1 | 8% | 2% | i | 5% | -2% | 6% | -14% | ?
CC1O[C@@H](O[C@@H]2C(O)C[C@H](O[C@@H]3C(O)C[C@@H](OC4CC[C@@]5(C)C6CC(O)[C@@]7(C)C(C8=CC(=O)OC8)CC[C@@]7(O)C6CC[C@@H]5C4)OC3C)OC2C)CC(O)[C@H]1O (stereo not given in full) | . | -1% | i | -84%[inhibitor] | . | 2% | 8% | 0%
O=C(O)CC/C=C\CC[C@H]1[C@@H](N2CCCCC2)[C@@H](O)C[C@@H]1OCc1ccc(-c2ccccc2)cc1 | . | 1% | -8% | . | . | 3% | 4% | -1%
CCCCn1nnnc1NCc1cc(Cl)c(OC)c(OC)c1 | 4% | 2% | 18% | 4% | 20%[46 µM] | -3% | -1% | -3%
Cc1cc(C(=O)OCC(=O)Nc2cccc(S(=O)(=O)N3CCOCC3)c2)c(C)o1 | . | -3% | 6% | -9% | -5% | -1% | 8% | -1%
Cc1cc(NC(=O)CSc2nnc(-c3ccc(Cl)s3)o2)no1 | -23% | 0% | 8% | -4% | 14% | -11% | 3% | -19%
Cc1ccc(C(=O)Nc2ccc3c(c2)OCO3)cc1S(=O)(=O)N1CCCC1 | -2% | 0% | ? | 24% | -23% | -14% | ? | -2%
O=C(CSc1nc2ccccc2s1)N1CCN(C(=O)c2ccco2)CC1 | -12% | -2% | -9% | -7% | -15% | 5% | 14µM* | ?
C#CCN1C(C)=C(C(=O)OC)C(c2cccc([N+](=O)[O-])c2)C(C(=O)OCC)=C1C (stereo not given) | -7% | 0% | -2% | -12% | ? | 1% | 4% | ?
O=C(COC(=O)CCOc1ccccc1)NCCC1=CCCCC1 | . | -1% | -3% | 3% | 17%[46 µM] | 0% | -15% | -7%
Cn1c(=O)[nH]c(=O)c2c1nc1n2CCCS1 | -4% | 5% | -10% | 26% | 10% | 5% | -3% | -2%
Cc1onc(-c2ccccc2Cl)c1C(=O)Nc1sc2c(c1C(N)=O)CCC(C)C2 (stereo not given) | 2% | 1% | -7% | -46%[inhibitor] | ? | ? | -14% | -13%
O=C(CSc1nc(-c2cccs2)cc(C(F)(F)F)n1)NCCCN1CCOCC1 | 6% | -1% | i | 1% | 5%[46 µM] | ? | -3% | -5%
CC(C)(C)[Si](C)(C)c1c2c(nc3ccc(OCc4ccccc4)cc13)-c1cccc(=O)n1C2 | . | -3% | -11% | -4% | . | ? | ? | -9%
O=C(CN1C(=O)S/C(=C\c2ccc(F)cc2)C1=O)Nc1cccc(S(=O)(=O)NCc2ccco2)c1 | -9% | -11% | 20% | -39% | . | 4% | 5% | -6%
CCc1oc(C(=O)OC)cc1CSC(=N)N | 0% | . | -4% | . | . | 8% | . | -9%
Cc1ccc(-c2cc(-c3ccccc3Cl)[nH]n2)c(O)c1 | . | 7% | 0% | 13µM* | -16% | 5% | 5% | 19%
N/C(=N\OS(=O)(=O)c1ccccc1)c1ccccn1 | -17% | 2% | 0% | -6% | -5% | ? | ? | 5%
CC1C2CC(C(CN(C)C)/C2=N/O)C1(C)C (stereo not given) | 8% | -6% | -3% | 11% | 13% | 4% | 3% | 3%
(listing goes on)
SMILES | L3MBTL1 block | Luc counter | RECQ1 inh | SMN2 splice up | Lamin A splicing | JMJD2E inh | ALDH1A1 inh | Tau ThT inhib
O=c1cc(-c2ccc(O)c(O)c2)oc2cc(OC3OC(CO)C(O)C(O)C3O)cc(O)c12 (stereo not given) | . | 0% | 20µM* | . | . | 11µM* | ? | ?
COc1cccc(C(=O)c2c[nH]c(C(=O)NCc3cccs3)c2)c1 | 0% | 5% | -2% | 26% | -4% | 1% | 10% | 4%
O=C(O)c1[nH]c2ccc(Cl)cc2c1CCN1C(=O)c2ccccc2C1=O | -1% | . | -3% | . | . | -1% | . | 0%
CCCn1c(SCC(=O)NC2CCCCC2)nnc1-c1ccccn1 | -3% | 0% | i | -3% | -15%[46 µM] | -3% | -14% | 2%
COc1ccc(OC)c(S(=O)(=O)N(C)CC(=O)N2CCN(c3cccc(Cl)c3)CC2)c1 | -2% | 4% | -1% | -15% | ? | -11% | -6% | ?
O=C(Nc1ccc(N2CCN(C(=O)c3ccc(Cl)cc3)CC2)cc1)c1cccnc1 | -14% | 3% | -10% | -62%[inhibitor] | -18% | -3% | ? | ?
COC(=O)CCSCC(=O)Nc1nnc(C)s1 | 2% | 1% | 2% | 11% | -9% | 2% | 0% | -2%
O=C(NNC(=O)c1cnccc1C(F)(F)F)c1cccc(Cl)c1 | 1% | . | -9% | . | . | -3% | 4% | 3%
Cc1nc(Cl)sc1C(=O)Nc1cccc(Cl)c1C | 2% | 2% | -5% | -1% | 6% | -2% | -6% | 0%
C=CCOC(=O)C1=C[C@H](c2coc3ccccc3c2=O)C[C@H](OCc2ccc(CO)cc2)O1 | 39%[activator] | . | -8% | . | . | 3% | ? | ?
CN(c1ccccc1)c1ccc(/C=C(\CCC(=O)O)c2nc3ccccc3s2)cc1[N+](=O)[O-] | 28µM* | -4% | ? | -1% | ? | -6% | 13µM* | 14µM*
CCOCCCNC(=O)C1CCCN1S(=O)(=O)c1ccc(Cl)cc1 (stereo not given) | -4% | -1% | i | -3% | 4% | -4% | -3% | -3%
CC(=O)c1ccc2c(c1)OCCOCCOc1ccc(C(C)=O)cc1OCCOCCO2 | -2% | . | -4% | . | . | 0% | 5% | -3%
CCCn1c(=NC(=O)c2ccc3c(c2)OCO3)c(C#N)cc2c(=O)n3cccc(C)c3nc21 | . | 0% | -1% | 27% | -2% | ? | ? | ?
Cc1ccc(OC(C)C(=O)N(Cc2cccs2)C2CCS(=O)(=O)C2)cc1C (stereo not given) | 6% | . | i | . | . | -1% | . | -7%
CSc1ccc(S(=O)(=O)NCc2ccc(Cl)cc2)cc1 | 5%[11.4 µM] | 0% | i | -3% | 2% | 1% | 22µM* | -11%
O=C(CSc1nc2ccccc2o1)N1c2ccccc2Sc2ccc(C(F)(F)F)cc21 | 5% | 0% | -6% | -9%[1.84 µM] | ? | -11% | 3% | -2%
O=C1NCC(=O)N(Cc2ccccc2)/C1=C/c1ccccc1 | 1% | -2% | i | -11% | 11%[46 µM] | 7% | 0% | 1%
NNc1nc2ccccc2nc1C(F)(F)F | . | -5% | 3% | -31% | . | ? | -5% | ?
NC(=O)c1ccc(NC(=O)CCCN2C(=O)c3ccccc3C2=O)cc1 | . | -2% | 5% | 12% | 8% | 2% | -9% | -9%
O=C(Cc1ccc(Cl)c(Cl)c1)OCC(=O)c1ccc[nH]1 | -1% | -8% | -2% | -13% | ? | 2% | -24% | -12%
CN1CCN(c2ncnc3sc(-c4ccccc4)cc23)CC1 | -15% | 3% | i | . | . | -15% | ? | -3%
Cc1ccc(CCNC(=O)CN(C)S(=O)(=O)c2ccc3c(c2)n(C)c(=O)c(=O)n3C)cc1 | -1% | . | -20% | . | . | ? | . | -14%
CN(C)C(=O)C1CCC(=O)N1Cc1cccs1 (stereo not given) | 5%[11.4 µM] | -2% | i | 3% | . | -5% | 0% | -5%
O=C(Nc1cccc(S(=O)(=O)N2CCCCC2)c1)c1ccccn1 | . | 10% | -4% | -10% | . | 2% | ? | -2%
CCN(CC)C(=O)Oc1cc(=O)n2c3c(cccc13)CCC2 | 0% | -2% | -1% | 18% | ? | ? | ? | -10%
Cc1ccc(/C(N)=N/OC(=O)CSc2ccccc2)cc1 | 146%[activator] | -2% | 7% | 11µM* | . | -5% | 6% | 9%
CCN(CC)C(=O)COc1ccc(CC(=O)O)cc1OC | 10% | -1% | i | -6% | 2% | 1% | -1% | 2%
CC1(C)CC(=O)C2=C(C1)N=C1c3ccccc3C(=O)C1C2c1ccc(Cl)cc1 (stereo not given) | ? | -1% | -23% | -9% | ? | -6% | -14% | ?

Shown in CSV form: 3 of the compounds above.
mol,L3MBTL1 block,Luc counter,RECQ1 inh,SMN2 splice up,Lamin A splicing,JMJD2E inh,ALDH1A1 inh,Tau ThT inhib
NNc1nc2ccccc2nc1C(F)(F)F,.,-5%,3%,-31%,.,?,-5%,?
NC(=O)c1ccc(NC(=O)CCCN2C(=O)c3ccccc3C2=O)cc1,.,-2%,5%,12%,8%,2%,-9%,-9%
O=C(Cc1ccc(Cl)c(Cl)c1)OCC(=O)c1ccc[nH]1,-1%,-8%,-2%,-13%,?,2%,-24%,-12%
